# Screening results from PubChem.
# UGM FP inh – Mtb UDP-galactopyranose mutase inhibition. P9WIQ1. purified UGM, fluorescence polarization probe displacement. inhibition, % at 10 µM. 0.06% of 320,000 active. AID 504406; in the data active = inhibition above about 10%, passing the limit was not always enough
# Target sequence (P9WIQ1 whole entry, looked up): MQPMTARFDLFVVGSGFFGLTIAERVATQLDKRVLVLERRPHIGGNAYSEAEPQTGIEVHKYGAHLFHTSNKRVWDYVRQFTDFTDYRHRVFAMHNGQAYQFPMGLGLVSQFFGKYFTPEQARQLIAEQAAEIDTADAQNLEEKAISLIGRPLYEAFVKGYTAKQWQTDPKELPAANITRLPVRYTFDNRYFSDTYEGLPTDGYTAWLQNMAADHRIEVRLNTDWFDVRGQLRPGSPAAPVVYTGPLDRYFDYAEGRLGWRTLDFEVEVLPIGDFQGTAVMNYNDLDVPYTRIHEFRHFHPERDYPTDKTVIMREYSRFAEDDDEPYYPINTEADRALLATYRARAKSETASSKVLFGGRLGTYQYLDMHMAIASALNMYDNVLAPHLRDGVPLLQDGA
# 3CLpro inhibitor – SARS-CoV 3CLpro protease inhibition; P0C6X7; recombinant SARS-CoV 3CLpro, quenched FRET peptide cleavage; inhibition, % at 6 µM; 0.14% of 290,000 active; AID 1706; in the data active = inhibition above about 12%
# VHR inh abs – blocks human VHR1 dual specificity phosphatase; 0.52% of 290,000 active; P51452; recombinant VHR phosphatase, pNPP absorbance; inhibition, % at 13.3 µM; in the data active = inhibition above about 50%; also: some compounds called inactive have numbers as strong as hits
# Target sequence (P51452 whole entry, looked up): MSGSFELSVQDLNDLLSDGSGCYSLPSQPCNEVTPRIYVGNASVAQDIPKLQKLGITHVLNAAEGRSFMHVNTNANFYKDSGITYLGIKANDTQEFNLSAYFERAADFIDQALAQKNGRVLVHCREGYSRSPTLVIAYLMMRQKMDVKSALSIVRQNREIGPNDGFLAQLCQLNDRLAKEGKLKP
# MazEF act – MazEF (E. coli) toxin RNase activation | activation, % at 20 µM | FAM/BHQ RNA-DNA oligo cleavage fluorescence, 5 h | P0AE70 | 0.32% of 350,000 active; in the data active = activation above about 50%
# BH1578 lux ind – quorum light induction in luxS cqsA deficient V. cholerae; activation, % at 18.7 µM; 0.16% of 350,000 active; AID 588436; V. cholerae BH1578 lux reporter, luminescence, 6 h; in the data active = activation mostly above about 9.7%, no sharp cut-off; also: not every result past the cut was called active; inactives centre near 0; reference of the scale not given here
# Mtb FBA inh – inhibitors of M. tuberculosis fructose-bisphosphate aldolase; 2.3% of 360,000 active; inhibition, % at 1 µM; purified M. tuberculosis FBA, fluorescence read-out; AID 588726; P9WQA3; in the data active = inhibition above about 27%;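 also: 0% = vehicle and 100% = reference inhibitor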
# Target sequence (P9WQA3 whole entry, looked up): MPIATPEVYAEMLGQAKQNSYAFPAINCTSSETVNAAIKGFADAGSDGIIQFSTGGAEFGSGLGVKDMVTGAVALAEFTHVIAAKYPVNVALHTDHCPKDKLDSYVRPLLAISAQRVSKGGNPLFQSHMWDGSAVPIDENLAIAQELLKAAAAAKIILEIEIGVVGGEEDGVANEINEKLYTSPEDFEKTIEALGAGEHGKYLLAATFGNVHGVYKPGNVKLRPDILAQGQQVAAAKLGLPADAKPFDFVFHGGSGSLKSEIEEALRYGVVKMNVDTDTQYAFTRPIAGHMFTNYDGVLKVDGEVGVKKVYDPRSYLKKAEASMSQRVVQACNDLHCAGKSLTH
# Mtb BioA inh – inhibitors of Mycobacterium tuberculosis BioA enzyme; purified M. tuberculosis BioA enzyme, plate reader; inhibition, % at 9.99 µM; 0.096% of 360,000 active; AID 602481; in the data active = inhibition above about 40%
# PriA SSB inh – blocks PriA binding to SSB C-terminal tail; 0.6% of 430,000 active; AlphaScreen SSBct-PriA binding, biotinylated peptide; inhibition, % at 33 µM; in the data active = inhibition mostly above about 37%, no sharp cut-off; inactive = mostly below about 20%;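 also: plate controls were negative control peptide for no effect and reference peptide for full effect; strong numbers were not always called active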
# GDH-TPI inh – inhibits GDH-TPI coupling enzymes, artifact for Mtb FBA screen | GDH-TPI coupled enzyme counterscreen, NADH absorbance | inhibition, % at 4.8 µM | 1.2% of 360,000 active | AID 588335; in the data active = inhibition above about 30%;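 also: 0% = DMSO wells and 100% = wells lacking the enzyme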
# Rv3671c inh – inhibitors of M. tuberculosis serine protease Rv3671c; 0.048% of 320,000 active; inhibition, % at 5.96 µM; P9WHR9; in the data active = inhibition above about 38%;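 also: extracellular domain of Rv3671c used as enzyme; 0% = enzyme with DMSO and 100% = no enzyme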
# An asterisk follows results filed as active; i = inactive; · = not tested or not shown.
SMILES,UGM FP inh,3CLpro inhibitor,VHR inh abs,MazEF act,BH1578 lux ind,Mtb FBA inh,Mtb BioA inh,PriA SSB inh,GDH-TPI inh,Rv3671c inh
O=C(Cn1nnc2ccccc21)NC1CCCCC1,0.0,2,23,-2,-0.3,-3,·,-26,13,0
COc1ccc(CNc2ccc3c(c2)ncn3C)cc1OC,-1.1,1,8,6,i,14,0.5,-14,0,1
Cc1ccc(OCC(=O)N2CCN(S(C)(=O)=O)CC2)cc1,-0.8,5,-15,9,-0.8,0,·,-9,-5,0
O=C(CN1C(=O)NC2(CCCCCC2)C1=O)NCc1ccc(F)cc1,6.3,·,·,16,5.7,1,3.7,-3,-13,-1
O=C(COC(=O)c1cccc(Cl)c1)NCCN1C(=O)CSC1=O,1.2,1,-5,-5,-0.1,1,·,1,11,-3
CC(C)(C)c1ccc(C(=O)Nc2ccccc2NC(=O)c2ccco2)cc1,4.1,0,0,-4,0.3,-2,1.2,-4,-3,-10
CC(=O)OC1N=C(c2ccccc2)c2cc(C)ccc2NC1=O (configuration not stated),-2.3,-4,10,-1,0.1,0,0.3,-8,6,-2
Cc1ccc2nsnc2c1NC(=O)c1ccc([N+](=O)[O-])o1,-2.3,0,20,11,0.7,-1,-0.8,0,6,1
CC(C)C(NS(=O)(=O)c1ccc2c(c1)oc(=O)n2C)C(=O)N1CCN(c2ccccc2F)CC1 (configuration not stated),-0.3,·,38,3,-0.2,2,0.3,-5,-1,0
O=C(N/N=C/c1ccncc1)C1CC1C(=O)N/N=C/c1ccncc1 (configuration not stated),-4.1,4,-1,3,-0.5,0,·,·,5,-4
O=C(Nc1ccccc1)C1Cc2c(-c3ccc4c(c3)OCO4)ccnc2O1 (configuration not stated),·,·,·,·,-0.4,46*,1.9,·,7,·
CCCc1cc(C(=O)Nc2cccc([N+](=O)[O-])c2)cs1,1.3,8,37,1,-0.3,0,1.1,-25,7,-19
CC(C(=O)N1CCCCC1)N(C)CC(=O)Nc1cccc(F)c1 (configuration not stated),-2.4,·,·,-2,·,·,·,-1,·,-11
Cc1ccc(Oc2ccc(S(=O)(=O)N3CCOCC3)cc2C(N)=O)cc1C,-2.1,4,9,3,0.8,0,1.9,-8,7,4
O=C(COc1ccc(F)cc1)OCCN1CCOCC1,-2.3,-4,23,-2,i,2,0.2,4,4,1
CC(=O)OCC(=O)[C@@]1(O)CC[C@H]2[C@@H]3CCC4=CC(=O)C=C[C@]4(C)[C@H]3C(=O)C[C@@]21C,-0.4,2,16,-5,-1.4,0,5.1,-10,-2,7
COc1ccc(OC)c(NS(=O)(=O)c2c(C)nc3sccn3c2=O)c1,0.6,-2,17,16,-0.1,-1,3.7,-24,11,-5
COc1ccc(CCNC(=O)c2c[nH]c3ccccc3c2=O)cc1OC,0.2,-5,-8,3,·,2,2.0,3,-11,2
Cc1ccc(NC(=O)CCC(=O)N/N=C/c2cccnc2)cc1,0.0,-9,0,8,-0.2,-2,·,·,-1,2
CCc1cccc(CC)c1NC(=O)COC(=O)CC1c2ccccc2CCN1S(=O)(=O)c1ccc(F)cc1 (configuration not stated),-0.5,4,10,-4,i,-1,-1.7,-3,-1,-9

# Filtered by structure: those above containing fluorine (five)
SMILES,UGM FP inh,3CLpro inhibitor,VHR inh abs,MazEF act,BH1578 lux ind,Mtb FBA inh,Mtb BioA inh,PriA SSB inh,GDH-TPI inh,Rv3671c inh
O=C(CN1C(=O)NC2(CCCCCC2)C1=O)NCc1ccc(F)cc1,6.3,·,·,16,5.7,1,3.7,-3,-13,-1
CC(C)C(NS(=O)(=O)c1ccc2c(c1)oc(=O)n2C)C(=O)N1CCN(c2ccccc2F)CC1 (configuration not stated),-0.3,·,38,3,-0.2,2,0.3,-5,-1,0
CC(C(=O)N1CCCCC1)N(C)CC(=O)Nc1cccc(F)c1 (configuration not stated),-2.4,·,·,-2,·,·,·,-1,·,-11
O=C(COc1ccc(F)cc1)OCCN1CCOCC1,-2.3,-4,23,-2,i,2,0.2,4,4,1
CCc1cccc(CC)c1NC(=O)COC(=O)CC1c2ccccc2CCN1S(=O)(=O)c1ccc(F)cc1 (configuration not stated),-0.5,4,10,-4,i,-1,-1.7,-3,-1,-9

# Three successive entries from above, quoted:
SMILES,UGM FP inh,3CLpro inhibitor,VHR inh abs,MazEF act,BH1578 lux ind,Mtb FBA inh,Mtb BioA inh,PriA SSB inh,GDH-TPI inh,Rv3671c inh
O=C(Cn1nnc2ccccc21)NC1CCCCC1,0.0,2,23,-2,-0.3,-3,·,-26,13,0
COc1ccc(CNc2ccc3c(c2)ncn3C)cc1OC,-1.1,1,8,6,i,14,0.5,-14,0,1
Cc1ccc(OCC(=O)N2CCN(S(C)(=O)=O)CC2)cc1,-0.8,5,-15,9,-0.8,0,·,-9,-5,0

# Later entries
SMILES,UGM FP inh,3CLpro inhibitor,VHR inh abs,MazEF act,BH1578 lux ind,Mtb FBA inh,Mtb BioA inh,PriA SSB inh,GDH-TPI inh,Rv3671c inh
Cc1ccc(C2=N/C(=C/c3cccs3)C(=O)N2Nc2ccccc2)cc1,2.3,2,6,2,-0.4,-8,-0.6,34,6,-23
CCc1cc(=O)oc2cc(C)cc(OCC(=O)NC(Cc3c[nH]c4ccc(O)cc34)C(=O)O)c12 (configuration not stated),1.2,4,9,-1,-0.5,12,0.9,-16,8,-5
Cc1cn(CC2COC(C)(C)O2)c(=O)[nH]c1=O (configuration not stated),-2.0,-7,25,-5,5.0,3,-0.2,-11,2,7
Cc1ccc(S(=O)(=O)N/N=C/c2c[nH]c3ccccc23)cc1,0.4,9,2,0,0.9,-2,-0.4,·,-8,1
CCOc1ccc(CCNC(=O)CS(=O)Cc2nc(-c3ccc(OC)cc3)oc2C)cc1OCC (configuration not stated),-1.0,-1,-10,3,-11,2,-0.7,-9,6,0
Cc1ccc(O)c(N=Cc2cccs2)c1,1.0,5,-4,-11,-0.2,-3,·,8,-3,8
COc1ccc(CNCc2cccc3ccccc23)cc1,1.3,4,-5,5,-0.6,3,0.9,-7,21,·
CN(C)C(=O)CSc1ccc(S(=O)(=O)N2CCOCC2)cn1,1.4,·,·,-1,i,-1,0.6,3,-2,-6
COCCNC(=S)N1CCC(NC(=O)C23CC4CC(CC(C4)C2)C3)CC1,0.9,-1,36,-1,1.4,0,·,0,4,2
CC(/C=N/NC(=O)C(O)c1ccccc1)=C\c1ccccc1 (configuration not stated),-0.9,1,18,-12,-1.8,-3,-0.9,·,12,9
COc1ccc(NC(=O)CSc2ccc3nnc(CCNC(=O)c4ccccc4)n3n2)cc1,-0.4,0,61,3,·,-2,-1.4,7,-3,-5
CC(C)(C)c1csc(CS(=O)(=O)c2ccccn2)n1,1.8,7,-4,6,i,2,·,0,4,5
Cc1ccc(S(=O)(=O)N2CCC(C(=O)NCCN3CCCCCC3)CC2)cc1,-3.7,1,27,-2,2.7,3,·,22,3,0
COc1ccc(-c2cc(C(=O)Nc3ccc(S(=O)(=O)Nc4onc(C)c4C)cc3)c3ccccc3n2)cc1,0.0,8,6,-9,-0.3,7,0.6,17,6,-9
CCNC(=O)COC(=O)CNC(=O)c1cc(Cl)cc([N+](=O)[O-])c1,2.0,6,8,6,1.4,0,-5.0,-7,10,-10
O=C(O)CCCCCN1C(=O)/C(=C/c2ccncc2)SC1=S,1.5,1,-2,-2,-0.2,-1,0.4,14,24,-7
COc1cc(NC(=O)CSCc2cnn(-c3ccccc3)c2-n2cccc2)cc(OC)c1,0.7,7,18,-7,i,-2,0.1,16,1,2
CN1CCN(c2nc(-c3cccc([N+](=O)[O-])c3)nc3ccccc23)CC1,1.6,-1,2,0,i,5,-0.2,10,10,0
CCOC(=O)C1=CN(Cc2ccco2)S(=O)(=O)N(CC)C1c1cccc(OC)c1 (configuration not stated),·,·,·,-2,1.1,4,-0.4,29,10,·
Cc1cc(=O)oc2cc(OCC(=O)NC3(C#N)CCCCC3)c(Cl)cc12,·,·,·,7,-1.2,22,-0.7,3,15,·

# Part of the list above, reformatted:
# Sequence of screens: UGM FP inh | 3CLpro inhibitor | VHR inh abs | MazEF act | BH1578 lux ind | Mtb FBA inh | Mtb BioA inh | PriA SSB inh | GDH-TPI inh | Rv3671c inh
- COc1ccc(-c2cc(C(=O)Nc3ccc(S(=O)(=O)Nc4onc(C)c4C)cc3)c3ccccc3n2)cc1
 : 0.0 | 8 | 6 | -9 | -0.3 | 7 | 0.6 | 17 | 6 | -9
- CCNC(=O)COC(=O)CNC(=O)c1cc(Cl)cc([N+](=O)[O-])c1
 : 2.0 | 6 | 8 | 6 | 1.4 | 0 | -5.0 | -7 | 10 | -10

# The list goes on.
SMILES,UGM FP inh,3CLpro inhibitor,VHR inh abs,MazEF act,BH1578 lux ind,Mtb FBA inh,Mtb BioA inh,PriA SSB inh,GDH-TPI inh,Rv3671c inh
CC(=O)c1ccc(S(=O)(=O)N2CCn3cccc3C2C)cc1 (configuration not stated),0.1,·,·,-20,i,0,5.4,5,-1,0
O=c1[nH]nc(Cc2ccc(Cl)cc2Cl)c2ccccc12,-1.0,2,-33,10,i,-6,-0.7,-5,-1,-6
COc1ccc(/C(C)=N/NC(=O)CNC(=O)c2cccnc2)c(OC)c1,-1.6,-2,10,7,1.4,-1,2.3,·,-1,4
N#CCCN(CCC#N)C(=O)c1ccc(Cl)cc1,-1.1,-4,14,2,-0.4,2,-0.4,5,7,2
CCOC(=O)[C@H]1[C@H]2COc3ccc(Br)cc3[C@@H]2N2C(=O)c3ccc(F)cc3NC(=O)[C@@]12C,-1.0,·,·,-16,1.2,6,-4.1,-7,6,-6
Cc1ccc(N2CC(C(=O)NCCC3=CCCCC3)CC2=O)cc1 (configuration not stated),-1.3,·,·,-4,-2.6,-3,·,-15,-6,-3
O=C1c2ccccc2C(=O)C1C(=O)C1CC1,·,·,·,3,·,-2,·,-6,-5,·
Fc1ccc(Nc2nc(NCc3cccs3)nc3ccsc23)cc1,·,·,·,·,-0.6,2,7.7,·,13,·
C[C@@H]1CN(Cc2nc(-c3cccs3)no2)C[C@H](C)O1,4.9,-1,19,19,i,0,·,-9,2,9
C[C@]12CC[C@H](O)CC1=CCC1C2CC[C@@]2(C)C1CC[C@@H]2NC(=O)[C@@H](N)Cc1ccccc1 (some centres not stated),0.2,·,·,-2,i,3,-3.0,-9,9,1
COc1ccc2c(c1)c(-c1csc(N)n1)c(C)n2C,-1.7,-3,-12,11,-0.2,1,0.1,-9,-10,-3
CCOC(=O)C1CCCN(CCC(=O)Nc2cc(C)ccc2C)C1 (configuration not stated),0.0,2,14,-1,i,-2,-1.2,-20,-11,-7
CCN(CC)c1ccc(S(=O)(=O)N2CCOCC2)cc1NC(=O)COC(=O)/C=C/c1ccccc1,·,·,·,-1,-0.3,5,-1.6,-22,-1,·
COc1cccc(NC(=O)N2CCCC2C(=O)Nc2cc(C)ccc2OC)c1 (configuration not stated),-3.3,2,8,8,i,3,0.6,-21,-4,-3
Cc1cccc(C)c1NC(=O)COc1ccc2c(C)c(Cc3ccccc3)c(=O)oc2c1C,0.0,-6,-2,-29,i,1,·,-7,0,3
CNC(=S)NNC(=O)c1cccs1,-7.7,2,10,0,-1.2,0,·,-7,0,4
COc1ccccc1-c1noc2c1C(=O)N(C(=O)OC(C)(C)C)CC2,·,·,·,0,-0.2,-2,·,·,0,·
COc1ccc(NS(=O)(=O)c2cc(C(=O)Nc3ccccc3C(=O)O)ccc2C)cc1,0.5,7,9,-4,i,6,-0.5,9,13,-17
Cc1csc2c(N3CCN(C(=S)Nc4ccc(F)cc4F)CC3)ncnc12,6.9,3,-12,0,i,3,0.4,2,12,-10

# An excerpt; count on the stated rates, not on these rows.
